Screening data deposited in PubChem by several laboratories.
TNAP activators – human TNAP enzyme activators, primary screen, biochemical, luminescent, no phosphate acceptor, uHTS (AID 1001); purified TNAP, luminescent activation assay, no phosphate acceptor; higher activation fold means a stronger effect; activation fold at 20 µM, or EC50 in µM where a hit was titrated; 0.03% of 200,000 active; in the data active = activation fold from about 3, or a potency from the dose series; inactive = the rest, 99 in 100 with activation fold below about 1.6; also: many of its hits are not listed in these tables
XIAP antagonists – XIAP antagonists, biochemical, IAP family, fluorescence polarization (AID 1018); XIAP BIR domain, fluorescence polarization peptide displacement; higher % means a stronger effect; displacement, % at 20 µM; hits with a dose series show IC50 in µM; 0.007% of 200,000 active; in the data active = displacement above about 50%; also: a part of the inactive calls stands beside numbers as strong as those of hits
LYP inhibition – PTPN22 lymphoid phosphatase activity blockers – biochemical, fluorescence intensity, uHTS (AID 1779) | recombinant LYP phosphatase, fluorescence intensity; higher % means a stronger effect | 0.054% of 290,000 active | one-dose inhibition, % at 11.5 µM; IC50 in µM for titrated hits;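 also: plate controls were vehicle with enzyme for no effect and no enzyme for full effect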
Yfh1-depleted yeast – mitochondrial function rescue without frataxin homolog – Friedreich's ataxia, plus single-dose screen, dose response (AID 1465); fold induction at 50 µM, or EC50 in µM where a hit was titrated; S. cerevisiae Yfh1-off respiration, WST-1 reduction, 72 h; higher fold induction means a stronger effect; 0.074% of 220,000 active;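 active = fold induction of absorbance versus untreated yeast above a set limit, then at least 30% activation at any dose in follow-up; inconclusive = repeats straddling the limit, or above it without dose testing; inactive = fold induction below the set limit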;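 also: activators that raise dye reduction in frataxin-depleted yeast; strong numbers were not always called active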
P. falciparum M17LAP – P. falciparum M17LAP inhibitors, primary screen, biochemical, fluorogenic H-Leu-NHMec substrate, 1536-well (AID 1619). recombinant M17LAP, H-Leu-NHMec fluorogenic kinetic assay; higher % means a stronger effect. one-dose inhibition, % at 30 µM; IC50 in µM for titrated hits. 0.38% of 220,000 active;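 active = compound inhibiting the enzyme by more than half at any dose during confirmatory dose-response retesting; inconclusive = strong single-dose inhibitors picked by rank but not retested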;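 also: plate controls were full reaction with DMSO carrier for no effect and no enzyme background for full effect; strong numbers were not always called active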
human PMI inhibitors – human PMI inhibitors, high substrate, primary screen, biochemical, fluorescence intensity, high mannose 6-phosphate (AID 1220); inhibition, % at 20 µM, or IC50 in µM where a hit was titrated; recombinant PMI enzyme, coupled fluorescence intensity; higher % means a stronger effect; 0.66% of 190,000 active
WT yeast gro inh – growth inhibition of WT yeast, mitochondrial fusion screen. mitochondrial fusion phenotypic screen, WT strain. 2.1% of 190,000 active. inhibition, % at 10 µM; in the data active = inhibition above about 58%; tested in S. cerevisiae
PMI inhibitors – inhibitors of human PMI, primary screen, biochemical, fluorescence intensity, coupled assay (AID 1209); purified PMI enzyme, coupled fluorescence intensity; higher % means a stronger effect; one-dose inhibition, % at 20 µM; IC50 in µM for titrated hits; 0.42% of 190,000 active;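 also: plate controls were DMSO vehicle for no effect and wells lacking substrate for full effect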
M1AAP inhibition – P. falciparum M1AAP inhibitors, biochemical, fluorogenic H-Leu-NHMec substrate, 1536-well (AID 1445). 0.42% of 220,000 active. one-dose inhibition, % at 30 µM; IC50 in µM for titrated hits. recombinant M1AAP, H-Leu-NHMec fluorogenic kinetic assay; higher % means a stronger effect;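 active = primary inhibition above the hit cutoff, then over 50% inhibition at one or more dose response concentrations, cut at about 23% in these data, passing the limit was not always enough; inconclusive = conflicting primary data, or primary hits not chosen for dose response; inactive = low primary inhibition, or under 50% at every dose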;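 also: plate controls were DMSO full reaction for no effect and no enzyme background for full effect; strong numbers were not always called active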
WT yeast gro inh mutant strain – second read-out of WT yeast gro inh, no call of its own (marks repeat the call); inhibition, %; mitochondrial fusion phenotypic screen, mutant strain inhibition
The depositor's hits bear a star; i = inactive; ? = inconclusive; . = no result given. Rule as the data show it, unless noted: active = inhibition above about 50%; inactive = the rest.

entry	SMILES	WT yeast gro inh	human PMI inhibitors	M1AAP inhibition	XIAP antagonists	P. falciparum M17LAP
1	Cc1ccc(NC(=S)N2CCC(c3ccc(C)cc3)C2)cc1 (stereo not given)	75*	4%	2%	-2.6%	3%
2	CN1CCN(c2ccc(-c3ccnn3C(=O)Nc3ccccc3)cc2)CC1	16	0%	10%	4.4%	0%
3	Cc1nonc1-c1csc(N)n1	5	7%	10%	-2.3%	8%
4	CCCc1cc(=O)[nH]c(N/N=C/C=C\c2ccccc2)n1	4	5%	2%	-2.6%	-4%
5	Cc1cc(C(=O)OCC(=O)c2ccc(Br)s2)no1	-39	11%	1%	-8.8%	-4%
6	COC(=O)CSc1nc(-c2ccccc2)cc(-c2ccco2)c1C#N	-1	-34%	10%	-2.7%	-59%
7	CC(=O)c1ccc(NC(=S)N2CCC(O)CC2)cc1	-2	-2%	8%	-1.2%	14%
8	O=S(=O)(c1ccccc1)N1CCN(c2ccnc3cc(Cl)ccc23)CC1	48	19%	3%	-1.5%	-2%
9	Cc1ccc(NC(=O)CN2CCC3(O)CCCCC3C2c2ccc3c(c2)OCO3)c(C)c1 (stereo not given)	-2	1%	-2%	-0.4%	9%
10	Cc1nn(-c2ccccc2C(=O)O)c(=O)c2ccccc12	-2	-9%	0%	-3.9%	-3%
11	O=c1cc(-c2ccccc2)nc2nc(COc3ccccc3)[nH]n12	-9	4%	8%	-4.0%	7.6µM*
12	O=C(O)c1ccc(C2CCCCC2)cn1	32	16%	-7%	-5.0%	15%

entry	WT yeast gro inh mutant strain	PMI inhibitors	LYP inhibition	TNAP activators	Yfh1-depleted yeast
1	61*	33%	4%	1.3	i
2	3	0%	-9%	1.1	i
3	1	7%	0%	1.1	i
4	6	3%	-2%	1.3	i
5	-12	6%	-6%	1.1	i
6	11	1%	-2%	1.2	i
7	-3	5%	-9%	1.1	i
8	38	18%	-2%	1	i
9	3	-1%	-10%	1	i
10	-4	-4%	-20%	1	i
11	-5	4%	-2%	0.9	i
12	42	24%	-1%	1	i

Other compounds
entry	SMILES	WT yeast gro inh	human PMI inhibitors	M1AAP inhibition	XIAP antagonists	P. falciparum M17LAP
13	COC(=O)c1c(-c2cccc(C)c2)csc1NC(=O)C1CCCO1 (stereo not given)	10	9%	1%	0.2%	0%
14	O=C(Nc1ccc2oc(=O)ccc2c1)c1ccco1	18	12%	4%	0.2%	6%
15	Cc1cccc(NCc2cc(Cl)ccc2O)n1	-4	-6%	-4%	2.5%	2%
16	CCc1cc2c(C)cc(=O)oc2cc1OC(=O)C1CCCN1C(=O)OC(C)(C)C (stereo not given)	-5	8%	18%	-1.2%	-32%
17	O=C1C2CCCCC2C(=O)N1c1cccc(OS(=O)(=O)c2ccccc2)c1 (stereo not given)	7	5%	-1%	-5.3%	4%
18	Cc1ccc(-c2nc(CSCC(=O)NCCN3CCN(Cc4ccccc4)CC3)c(C)o2)cc1	-11	-4%	9%	2.0%	7%
19	Nc1c(-c2ccccc2)cnn1-c1cccc(C(F)(F)F)c1	-5	17%	10%	-4.1%	15%
20	COc1ccccc1CNC(=O)COc1ccc2c(c1)CCC2	11	-3%	5%	-0.5%	1%
21	NCCCC[C@H]1CNC(=S)N1CC1(c2ccccc2)CC1	.	.	-3%	.	1%
22	CC(NC(=O)COc1ccc(Br)cc1)C(=O)O (stereo not given)	-2	8%	12%	1.5%	18%
23	Cc1cc(NC(=O)c2ccc(Cl)cc2)n(CCOC(=O)c2ccc(Cl)cc2)n1	16	11%	5%	-5.2%	4%
24	CC(C)(C)OC(=O)NCCCCCC(=O)N/N=C/c1coc2ccccc2c1=O	.	.	5%	.	7%

entry	WT yeast gro inh mutant strain	PMI inhibitors	LYP inhibition	TNAP activators	Yfh1-depleted yeast
13	18	3%	1%	1.2	i
14	5	10%	-8%	1.1	i
15	7	-4%	-2%	1.2	i
16	7	3%	-2%	1.1	i
17	3	9%	-5%	1.2	i
18	0	-2%	-6%	1.1	i
19	0	15%	-5%	1.1	i
20	-6	-5%	-2%	1.1	i
21	.	.	1%	.	i
22	-2	14%	-3%	1.1	i
23	-2	21%	2%	1	i
24	.	.	-5%	.	i

Going on with the list.
entry	SMILES	WT yeast gro inh	human PMI inhibitors	M1AAP inhibition	XIAP antagonists	P. falciparum M17LAP
25	COC(=O)C1C(c2ccc(Cl)cc2)NC(c2ccc(Cl)cc2)C(C(=O)OC)S1(=O)=O (stereo not given)	17	4%	-2%	-6.3%	-13%
26	CCCCc1c(C)c2ccc(OC)c(/C(C)=N\O)c2oc1=O	31	0%	1%	2.7%	0%
27	CC1CCCCN1CCNC(=O)C1CC(=O)N(c2ccc(F)c(Cl)c2)C1 (stereo not given)	2	13%	3%	-2.8%	0%
28	COc1ccc(-c2cn(-c3ccc(C)cc3C)c(=O)[nH]2)cc1OC	4	-60%	-1%	-3.1%	4%
29	CC(=O)c1ccc(NC(=O)Nc2ncn(Cc3cccc(C)c3)n2)cc1	3	-5%	1%	-4.1%	-8%
30	CCOc1ccc(-c2nnc(-c3cccnc3)o2)cc1OCC	-6	-5%	1%	6.6%	-5%
31	COCCNC(=O)Nc1ccc2nc(-c3ccco3)c(-c3ccco3)nc2c1	1	29%	23%	11%	16%
32	CC(C)=CCN1CCN(Cc2cccc3c2OCO3)CC1CCO (stereo not given)	-4	13%	-1%	-5.5%	-5%
33	CCC(C)(C)NC(=O)C(c1ccncc1)N(C(=O)Cn1nnc2ccccc21)c1cc2c(cc1C(C)=O)OCO2 (stereo not given)	15	-8%	2%	-3.6%	9%
34	Cc1csc(SCC(=O)N2CCCC2)n1	-15	-7%	1%	-2.9%	-14%
35	O=C(NCc1ccccc1)c1ccc(-c2ccccc2F)o1	26	8%	2%	-1.3%	-3%
36	O=C(O/N=C1\CCS(=O)(=O)c2sccc21)C1CC1	6	-2%	5%	-5.3%	1%

entry	WT yeast gro inh mutant strain	PMI inhibitors	LYP inhibition	TNAP activators	Yfh1-depleted yeast
25	2	8%	8%	1.2	i
26	-18	0%	-5%	1.1	.
27	14	13%	-6%	1.1	i
28	9	-60%	0%	1.1	i
29	1	-2%	3%	1	i
30	0	-6%	-11%	1	i
31	0	-23%	4%	0.9	?
32	-1	12%	-10%	1.1	i
33	1	-2%	-1%	1.1	i
34	-28	-3%	-2%	1.1	i
35	26	11%	-8%	1.1	i
36	3	3%	-4%	1	i

Reprinted from the part before: 6 entries, then new ones.
entry	SMILES	WT yeast gro inh	human PMI inhibitors	M1AAP inhibition	XIAP antagonists	P. falciparum M17LAP
31	COCCNC(=O)Nc1ccc2nc(-c3ccco3)c(-c3ccco3)nc2c1	1	29%	23%	11%	16%
32	CC(C)=CCN1CCN(Cc2cccc3c2OCO3)CC1CCO (stereo not given)	-4	13%	-1%	-5.5%	-5%
33	CCC(C)(C)NC(=O)C(c1ccncc1)N(C(=O)Cn1nnc2ccccc21)c1cc2c(cc1C(C)=O)OCO2 (stereo not given)	15	-8%	2%	-3.6%	9%
34	Cc1csc(SCC(=O)N2CCCC2)n1	-15	-7%	1%	-2.9%	-14%
35	O=C(NCc1ccccc1)c1ccc(-c2ccccc2F)o1	26	8%	2%	-1.3%	-3%
36	O=C(O/N=C1\CCS(=O)(=O)c2sccc21)C1CC1	6	-2%	5%	-5.3%	1%
37	c1ccc(-c2ccccn2)nc1	3	-4%	5%	-7.0%	3%
38	CN1CCN(C(=O)CN(CCc2ccccc2)S(C)(=O)=O)CC1	-20	2%	9%	-6.5%	11%
39	O=C(CN1CCOCC1)NN1CC(=O)N(c2ccc(Cl)cc2)CC1=O	.	.	-4%	.	1%
40	CCC(C)(C)NC(=O)C(c1cccn1C)N(C(=O)Cn1nnc2ccccc21)c1ccc(OC)cc1OC (stereo not given)	-9	2%	1%	-2.2%	9%
41	CN(C)c1ccc(CNn2cnnc2SCC(=O)NC(C)(C)C)cc1	-16	-3%	-3%	-5.4%	0%
42	CCOC(=O)C1CCN(c2c(NCc3ccc(C(=O)NC4CCCC4)cc3)c(=O)c2=O)CC1	-12	14%	9%	-14%	1%
43	O=C(CN1CCOCC1)N/N=C/c1ccccc1	8	-2%	-9%	-5.9%	-7%
44	COc1ccc(OCC(=O)NNC(=O)c2cc3ccccc3o2)cc1	3	2%	-2%	-6.2%	-3%
45	CCc1nnc(NS(=O)(=O)c2ccc(NS(=O)(=O)c3ccc(NC(C)=O)cc3)cc2)s1	7	-28%	12%	-2.7%	35%
46	COc1ccc(CCNC(=O)C2CCN(S(=O)(=O)c3ccc(Cl)cc3)CC2)cc1OC	-2	-2%	3%	-4.0%	1%
47	COc1ccc(OC)c(-c2csc(N(Cc3ccco3)C(=O)c3cccs3)n2)c1	3	0%	1%	-2.1%	0%
48	CC1(C)CC(=O)c2cc(OCC(=O)O)ccc2O1	-8	-5%	5%	-2.9%	-68%
49	CCc1ccc(N(C(=O)CNC(=O)c2ccco2)C(C(=O)NCC2CCCO2)c2ccccc2)cc1 (stereo not given)	-6	5%	1%	1.4%	2%

entry	WT yeast gro inh mutant strain	PMI inhibitors	LYP inhibition	TNAP activators	Yfh1-depleted yeast
31	0	-23%	4%	0.9	?
32	-1	12%	-10%	1.1	i
33	1	-2%	-1%	1.1	i
34	-28	-3%	-2%	1.1	i
35	26	11%	-8%	1.1	i
36	3	3%	-4%	1	i
37	-3	0%	-1%	1.1	i
38	-7	0%	-7%	1.1	i
39	.	.	-6%	.	i
40	-7	-8%	-8%	1	i
41	3	-6%	-4%	1.1	i
42	-8	10%	-1%	1.1	i
43	10	-4%	-7%	1.1	i
44	-13	-6%	-8%	2.5	i
45	6	-21%	-1%	1.2	i
46	-13	2%	-1%	1.1	i
47	0	8%	4%	1	i
48	10	1%	-11%	1.1	i
49	-4	10%	0%	1.1	i
